High-throughput results deposited in PubChem by several laboratories.
TRAIL sens C8 = caspase-8 TRAIL sensitization; NB7+C8 cells + TRAIL, ATPlite viability luminescence; inhibition (viability loss, TRAIL sensitization), % at 10 µM; actives 1% (n = 360,000); AID 624354;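 active = compounds causing at least 50% loss of cell viability in the single-dose screen, relative to plate controls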
NOD2-RIPK2 inh = NOD2-RIPK2 protein interaction inhibition. O43353. CHO BLA complementation NOD2-RIPK2, CCF4 ratio. inhibition, % at 4.98 µM. actives 0.38% (n = 360,000). AID 624267; in the data active = inhibition above about 21%;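 also: 0% = vehicle only and 100% = reference blocker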
TROY signal inh = TROY signaling inhibition | actives 0.98% (n = 360,000) | Q293 LMP1-TROYcd NF-kB luciferase reporter, 4 h | inhibition, % at 10 µM;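 active = compounds whose plate-normalised and pattern-corrected inhibition of the luciferase reporter signal at the single screening dose is 50% or more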
COUP-TFII inh = blocks human COUP-TFII nuclear receptor. actives 0.7% (n = 370,000). inhibition, % at 8.6 µM. P24468. HEK293T NGFI-A luciferase reporter, luminescence;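 active = inhibition above a per-plate cutoff, mean inhibition of test wells between control levels plus 3 SD, cut at about 38% in these data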;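 also: cells cotransfected with COUP-TFII expression vector driving the NGFI-A reporter; 0% = median of COUP-TF2 test wells and 100% = reporter-only cells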
SRC2 inh = inhibits human steroid receptor coactivator 2. HEK293 GAL4-SRC2 luciferase reporter, luminescence. inhibition, % at 9 µM. actives 0.17% (n = 370,000);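 active = inhibition above the mean inhibition of all tested compounds plus 3 SD, set per campaign, cut at about 52% in these data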;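 also: 0% = DMSO treated cells and 100% = cells given Gossypol at 36 µM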
Vif inh = blocks HIV Vif function | actives 0.35% (n = 340,000) | inhibition, % at 7.49 µM | AID 602346 | HEK293T cells, Vif self-association by quenched fluorescence, imaging, 24 h; in the data active = inhibition above about 50%, passing the limit was not always enough; also: some results filed as inactive read as strong as hits
TLR9-MyD88 block = inhibitors of human TLR9-MyD88 binding; inhibition, % at 4.98 µM; actives 0.21% (n = 340,000); CHO BLA complementation TLR9-MyD88, CCF4 FRET ratio; Q9NR96+Q99836;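 active = inhibition above the mean over all tested compounds plus 3 SD, cut at about 21% in these data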;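 also: 0% = DMSO only wells and 100% = clavulanate BLA inhibitor control wells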
Target sequence (Q99836 whole entry, looked up): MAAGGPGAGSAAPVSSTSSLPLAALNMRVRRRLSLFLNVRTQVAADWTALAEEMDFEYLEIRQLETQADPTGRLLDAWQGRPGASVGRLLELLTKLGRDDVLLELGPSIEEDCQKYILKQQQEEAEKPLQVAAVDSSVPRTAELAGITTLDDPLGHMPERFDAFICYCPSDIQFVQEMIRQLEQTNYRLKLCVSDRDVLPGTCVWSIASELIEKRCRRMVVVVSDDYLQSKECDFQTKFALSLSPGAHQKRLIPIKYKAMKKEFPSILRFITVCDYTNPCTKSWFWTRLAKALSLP
Target sequence (Q9NR96 whole entry, looked up): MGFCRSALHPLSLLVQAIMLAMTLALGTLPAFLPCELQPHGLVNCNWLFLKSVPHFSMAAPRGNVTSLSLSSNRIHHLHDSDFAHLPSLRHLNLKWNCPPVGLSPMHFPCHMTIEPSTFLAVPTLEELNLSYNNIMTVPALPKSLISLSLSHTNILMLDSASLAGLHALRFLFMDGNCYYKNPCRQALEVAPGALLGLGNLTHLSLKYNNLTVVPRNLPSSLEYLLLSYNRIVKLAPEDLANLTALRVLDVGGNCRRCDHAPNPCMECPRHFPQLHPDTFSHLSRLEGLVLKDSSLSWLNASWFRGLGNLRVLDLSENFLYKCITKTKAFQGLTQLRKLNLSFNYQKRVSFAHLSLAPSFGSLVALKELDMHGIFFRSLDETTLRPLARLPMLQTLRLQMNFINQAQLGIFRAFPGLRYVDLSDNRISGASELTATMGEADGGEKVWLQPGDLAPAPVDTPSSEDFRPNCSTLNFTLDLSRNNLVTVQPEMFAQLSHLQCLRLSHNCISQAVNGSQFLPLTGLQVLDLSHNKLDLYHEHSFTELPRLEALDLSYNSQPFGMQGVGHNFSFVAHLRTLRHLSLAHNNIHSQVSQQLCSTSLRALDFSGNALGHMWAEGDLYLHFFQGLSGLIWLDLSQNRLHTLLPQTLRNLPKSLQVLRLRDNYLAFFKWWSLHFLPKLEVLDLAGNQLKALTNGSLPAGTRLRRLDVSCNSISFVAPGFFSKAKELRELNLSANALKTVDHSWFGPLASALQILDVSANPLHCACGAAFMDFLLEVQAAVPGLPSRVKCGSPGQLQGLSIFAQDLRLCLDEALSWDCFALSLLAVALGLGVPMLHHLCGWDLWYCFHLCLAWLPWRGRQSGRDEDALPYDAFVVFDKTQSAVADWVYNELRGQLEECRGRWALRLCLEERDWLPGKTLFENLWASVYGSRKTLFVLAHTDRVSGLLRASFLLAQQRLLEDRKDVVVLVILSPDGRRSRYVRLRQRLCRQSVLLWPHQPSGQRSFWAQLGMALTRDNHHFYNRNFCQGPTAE
NCOA1 inh = human NCOA1 inhibition | Q15788 | HEK293 GAL4-SRC1 luciferase reporter, luminescence | inhibition, % at 3.6 µM | actives 0.12% (n = 360,000) | AID 588354;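 active = inhibition above the campaign mean plus 3 SD, with each screening campaign given its own cutoff, cut at about 60% in these data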;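 also: 0% = DMSO treated cells and 100% = gossypol at 36 µM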
EBV LMP1 NFkB = Epstein-Barr LMP1 NF-kappaB reporter inhibition. LMP1-induced NF-kappaB luciferase reporter cells, luminescence. inhibition, % at 12.5 µM. actives 0.69% (n = 350,000). AID 504558; in the data active = inhibition above about 41%;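 also: 0% = neutral control wells and 100% = reference inhibitor control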
LRH-1 inv ag = NR5A2 inverse agonism in reporter assay; inhibition, % at 3.6 µM; actives 0.13% (n = 360,000); AID 602396; O00482; HEK293T StAR-luciferase reporter, LRH-1 transfected, 24 h;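 active = inhibition above the mean inhibition of all tested compounds plus 3 SD, cut at about 73% in these data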;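 also: 0% = DMSO wells and 100% = reporter-only cells lacking LRH-1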
SRC3 inh = inhibitors of human steroid receptor coactivator 3 (SRC3) | AID 588352 | actives 0.17% (n = 360,000) | HEK293 GAL4-SRC3 luciferase reporter, luminescence | inhibition, % at 3.6 µM;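 active = inhibition above a per-campaign cutoff, the mean of all compounds plus 3 SD, cut at about 60% in these data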;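 also: 0% = DMSO-treated cells and 100% = gossypol-treated cells at 36 µM; higher means less SRC3-driven luciferase light from the GAL4 reporter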
* hit, by the source's call; . = no result given.

item	mol	TRAIL sens C8	NOD2-RIPK2 inh	TROY signal inh	COUP-TFII inh	SRC2 inh	Vif inh
1	Nc1nnc(-c2ccco2)s1	-26	-21	4	6	-7	2
2	COC(=O)c1ccc(C)c(N(CCO)CCO)c1	-17	-3	-9	-4	10	23
3	Cc1cc2sc3ccc(C#CC4(O)CCCCC4)cc3c(=O)c2cc1C	88*	0	90*	89*	82*	-3
4	Cc1ccc(CNC(=O)CCS(=O)(=O)c2ccc3c(c2)CC(C)N3C(=O)C2CC2)cc1 (stereo unspecified)	15	0	-6	-13	-19	-9
5	NS(=O)(=O)c1ccc(NCc2cnc3ccccc3n2)cc1	-6	-4	34	-35	-84	-5
6	Cc1ccc(C)c(NC(=O)CN(C)C(=O)C2CCCC2)c1	-3	-6	-4	-6	-31	1
7	C=CCNC(=O)c1ccccc1NC(=O)Nc1ccccc1	-8	-6	-16	-7	-33	.
8	Cc1cc(C)nc(N2CCC(C(=O)NNC(=O)c3ccc(Cl)cc3)CC2)n1	7	-8	-10	-7	5	-12
9	CC(C)OCC(O)CN1CCN(C(c2ccccc2)c2ccccc2)CC1 (stereo unspecified)	-4	-3	-17	0	-18	6
10	O=C(C1=NN[C@@H]2C(=O)N(c3ccccc3C(F)(F)F)C(=O)[C@H]12)c1ccc2ccccc2n1	0	-7	-22	-16	5	-3
11	Cc1cc2oc3c(c(=O)c2cc1C)C(c1cccc(Br)c1)N(Cc1ccco1)C3=O (stereo unspecified)	12	-6	10	-4	10	2
12	Cc1oc(-c2ccccc2F)nc1CS(=O)CC(=O)NC1CCCCC1 (stereo unspecified)	5	0	16	12	-14	.

item	TLR9-MyD88 block	NCOA1 inh	EBV LMP1 NFkB	LRH-1 inv ag	SRC3 inh
1	2	0	5	7	-3
2	1	-12	-6	-6	-9
3	-1	88*	78*	78*	87*
4	-7	0	6	11	5
5	-2	-49	-20	-65	-85
6	-19	5	3	-11	2
7	-1	6	-7	0	2
8	-5	-22	-8	-6	8
9	8	-16	-3	-16	-1
10	0	-29	-1	-17	3
11	5	4	0	-4	11
12	9	-13	-14	-19	2

New compounds follow:
item	mol	TRAIL sens C8	NOD2-RIPK2 inh	TROY signal inh	COUP-TFII inh	SRC2 inh	Vif inh
13	Cc1nc(-c2cccc3ccccc23)ccc1C(=O)O	15	-5	-1	11	-15	-1
14	COc1cc(CCC(=O)NC2(C)CCS(=O)(=O)C2)cc(OC)c1OC (stereo unspecified)	8	1	15	-10	-11	-2
15	CC(C)c1c(C(=O)N/N=C/c2ccc(-c3ccccc3)cc2)nnn1-c1nonc1N	-5	-2	0	0	-17	30
16	O=C(COC(=O)/C=C/c1ccc([N+](=O)[O-])cc1)Nc1ccc(F)cc1	-18	-5	-6	-19	-28	-6
17	COc1cccc(OCCNCc2ccccc2)c1	1	3	-1	-6	-5	12
18	Cc1cccn2c(=O)c3cc(C#N)c(=O)n(Cc4cccnc4)c3nc12	-6	-3	-7	10	-16	-8
19	COc1ccc(C2/C(=C(/O)c3ccc4c(c3)CC(C)O4)C(=O)C(=O)N2CCN2CCOCC2)cc1OC (stereo unspecified)	4	-13	-22	10	8	3
20	Cc1[nH]c2ccc(OCc3ccccc3)cc2c1CCN1C(=O)OC(C)(C)C1(C)O (stereo unspecified)	10	-7	-3	3	1	9
21	Cc1ccc(NS(=O)(=O)c2ccc(CCC(=O)N3CCOCC3)cc2)cc1	9	-9	8	-4	6	2
22	CCc1nc(Nc2ccc(F)cc2)c2oc3ccccc3c2n1	-5	2	3	23	3	-8
23	COc1ccc(OC)c(S(=O)(=O)N2CCC(NC(=O)c3ccccc3)CC2)c1	13	-4	11	11	2	-5
24	Cc1cccc(C)c1OCc1n[nH]c(=S)n1N	-8	7	4	-5	2	14

item	TLR9-MyD88 block	NCOA1 inh	EBV LMP1 NFkB	LRH-1 inv ag	SRC3 inh
13	-17	3	4	10	-3
14	8	-15	-2	-8	-8
15	-14	-33	-1	9	10
16	8	-11	5	-6	7
17	-9	8	-2	0	-4
18	-2	-2	-10	8	2
19	11	-9	5	-15	5
20	5	-2	-5	5	-8
21	6	7	1	1	-5
22	-2	-30	.	-11	-9
23	8	3	4	16	15
24	8	-6	-2	-1	4

2 of the compounds above, with two lines to a compound.
Every second line gives: TRAIL sens C8	NOD2-RIPK2 inh	TROY signal inh	COUP-TFII inh	SRC2 inh	Vif inh	TLR9-MyD88 block	NCOA1 inh	EBV LMP1 NFkB	LRH-1 inv ag	SRC3 inh
#21 Cc1ccc(NS(=O)(=O)c2ccc(CCC(=O)N3CCOCC3)cc2)cc1
→ 9	-9	8	-4	6	2	6	7	1	1	-5
#22 CCc1nc(Nc2ccc(F)cc2)c2oc3ccccc3c2n1
→ -5	2	3	23	3	-8	-2	-30	.	-11	-9

Down the list, quoted from above:
Vif inh, entries 15–22: 30, -6, 12, -8, 3, 9, 2, -8

Additional entries
item	mol	TRAIL sens C8	NOD2-RIPK2 inh	TROY signal inh	COUP-TFII inh	SRC2 inh	Vif inh
25	CC(=O)C1=C(O)C(=O)N(c2ccc(O)cc2)C1c1ccccc1F (stereo unspecified)	6	1	17	-21	14	-7
26	COc1ccc(N(C(=O)c2ccco2)C(C(=O)NC2CCCCC2)c2cccs2)cc1OC (stereo unspecified)	8	-3	.	-3	0	-5
27	O=c1[nH]cc(S(=O)(=O)N2CCN(c3cccc(C(F)(F)F)c3)CC2)c(=O)[nH]1	-1	8	-5	-3	-7	1
28	COc1ccc2nc(-c3ccc(N)cc3)[nH]c2c1	34	-13	-3	35	44	-3
29	COc1ccc(CN2C(=O)C(C)Nc3ncnc(N4CCN(c5ccccn5)CC4)c32)cc1 (stereo unspecified)	3	-5	-7	7	3	-5
30	CC(CC(=O)OCC(=O)Nc1ccc2[nH]c(=O)[nH]c2c1)c1ccccc1 (stereo unspecified)	-1	-6	-2	-30	14	-4
31	COc1cc2c(cc1OC)/C(=C/C(=O)c1ccc(C)cc1)NCC2	-9	-5	14	-15	-12	7
32	Cn1cc(Br)c(-c2cccc(N3C(=O)CC(C)(C)CC3=O)c2)n1	-11	-16	8	-9	4	-1
33	CC(C)C(c1nnnn1Cc1cccs1)N1CCN(c2ccccc2)CC1 (stereo unspecified)	5	10	10	-2	5	-1
34	CCN(C(=O)COC(=O)c1cc(S(=O)(=O)Nc2c(C)n(C)n(-c3ccccc3)c2=O)ccc1Cl)C1CCCCC1	-4	7	6	18	4	-5
35	Cc1cccc(C(=O)NCCC(=O)NCc2ccccc2F)c1	-11	2	4	-3	8	13
36	CCOc1cc(C2C(C#N)=C(N)Oc3cc(N)ccc32)ccc1O (stereo unspecified)	-6	-6	-19	12	-9	-4

item	TLR9-MyD88 block	NCOA1 inh	EBV LMP1 NFkB	LRH-1 inv ag	SRC3 inh
25	10	13	10	11	-11
26	-1	-10	5	9	12
27	3	8	-6	-23	9
28	4	-12	16	-15	5
29	-3	1	-8	-6	-20
30	-4	-8	-18	16	16
31	2	-54	2	7	-25
32	-1	-12	4	5	24
33	3	3	-3	-20	4
34	-18	-37	-3	-5	20
35	5	-17	3	-14	-9
36	-10	-16	-9	-16	-9

Compound profiles (already shown):
COc1cccc(OCCNCc2ccccc2)c1 is listed with TRAIL sens C8 = 1; NOD2-RIPK2 inh = 3; TROY signal inh = -1; COUP-TFII inh = -6; SRC2 inh = -5; Vif inh = 12; TLR9-MyD88 block = -9; NCOA1 inh = 8; EBV LMP1 NFkB = -2; LRH-1 inv ag = 0; SRC3 inh = -4
CC(=O)C1=C(O)C(=O)N(c2ccc(O)cc2)C1c1ccccc1F (stereo unspecified) is listed with TRAIL sens C8 = 6; NOD2-RIPK2 inh = 1; TROY signal inh = 17; COUP-TFII inh = -21; SRC2 inh = 14; Vif inh = -7; TLR9-MyD88 block = 10; NCOA1 inh = 13; EBV LMP1 NFkB = 10; LRH-1 inv ag = 11; SRC3 inh = -11

The list continues:
item	mol	TRAIL sens C8	NOD2-RIPK2 inh	TROY signal inh	COUP-TFII inh	SRC2 inh	Vif inh
37	COc1ccc(OC)c(CNS(=O)(=O)c2c(C)nc3scc(C)n3c2=O)c1	1	-18	11	8	-23	-10
38	N/C(=N\OC(=O)Nc1ccccc1)c1ccno1	-20	-13	-6	5	-4	-4
39	CC1=N/C(=C/c2ccco2)C(=O)O1	-3	5	13	14	15	-19
40	O=C(COC(=O)c1ccc2c(=O)n3c(nc2c1)CCC3)NC1CCS(=O)(=O)C1 (stereo unspecified)	-6	-11	-4	5	-11	-4
41	Cn1c(SCC(=O)NCc2ccccc2)nnc1-c1ccc(NC(=O)CCc2ccccc2)cc1	-10	-1	-5	12	-10	-5
42	O=C(NCCCN1CCc2ccccc2C1)Nc1ccc(Br)cc1	11	-8	-20	-6	-6	6
43	CCn1c(=O)cc(OCC(=O)Nc2cccnc2)c2ccccc21	-2	-5	-25	-35	-15	6
44	O=C(C1CCCN(S(=O)(=O)c2ccc(Br)s2)C1)N1CCN(c2ccccc2)CC1 (stereo unspecified)	-3	2	16	2	21	-21
45	N=c1c(C(=O)NC2CCCCC2)cc2c(=O)n3ccccc3nc2n1Cc1ccccc1	28	-20	-8	-29	-6	-2
46	CC(C)(C)OC(=O)N1CCC(Cc2cc(-c3cccc(Br)c3)no2)(C(=O)O)CC1	-11	-4	-9	8	-16	.
47	CCCNS(=O)(=O)c1cccc2cccnc12	-1	0	-1	17	-6	8

item	TLR9-MyD88 block	NCOA1 inh	EBV LMP1 NFkB	LRH-1 inv ag	SRC3 inh
37	-8	-12	3	6	-43
38	.	-12	-9	-6	2
39	6	-6	-8	-4	10
40	-3	-9	-12	-5	16
41	0	13	-6	-9	-3
42	-18	-6	-11	-25	-26
43	-9	-12	4	15	-10
44	-2	4	8	-3	10
45	-36	3	16	26	-4
46	8	-16	4	8	-12
47	-5	-2	0	15	-11

An excerpt; count on the stated rates, not on these rows.
